High-throughput results (PubChem)
VIM-2 inh: blocks Pseudomonas aeruginosa VIM-2 metallo-beta-lactamase | purified VIM-2, nitrocefin hydrolysis, epi-absorbance fluorescence | inhibition, % at 5.6 µM | 290,000 compounds, 0.89% hits | AID 1527;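 active = inhibition above the mean of all tested compounds plus 3 SD, cutoff set per screening run, cut at about 7.5% in these data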;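 note: red hydrolysis product quenches plate fluorescence so inhibitors raise well fluorescence; 0% = enzyme with DMSO and 100% = DMSO without enzyme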
V1aR counter: activates human V1a receptor in oxytocin agonist counter-screen; activation, % at 3 µM; CHO-V1R cells, Fluo-8 calcium fluorescence, agonist mode; 0% DMSO, 100% 3 nM vasopressin; P37288; 320,000 compounds, 0.25% hits;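 active = activation above the mean activation of all tested compounds plus 3 SD, per screening run, cut at about 20% in these data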;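 note: signal is peak over basal fluorescence ratio across a 100 second FLIPR read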
PHOSPHO1 block: blocks human PHOSPHO1 phosphatase activity; recombinant PHOSPHO1, absorbance phosphatase assay; inhibition, % at 13.3 µM; 290,000 compounds, 1.1% hits; in the data active = inhibition above about 60%
Target sequence (Q8TCT1 whole entry, looked up): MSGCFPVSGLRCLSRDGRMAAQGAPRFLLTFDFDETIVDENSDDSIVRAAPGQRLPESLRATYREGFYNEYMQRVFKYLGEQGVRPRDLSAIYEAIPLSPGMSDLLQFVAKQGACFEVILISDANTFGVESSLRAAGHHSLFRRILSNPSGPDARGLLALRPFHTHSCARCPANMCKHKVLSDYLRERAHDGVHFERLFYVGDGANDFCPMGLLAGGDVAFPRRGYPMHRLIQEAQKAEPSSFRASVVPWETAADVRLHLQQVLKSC
OXTR ag: human OXTR agonism | P30559 | CHO-OTR cells, Fluo-8 calcium fluorescence; normalized: DMSO 0%, oxytocin 100% | activation, % at 3 µM | 320,000 compounds, 0.32% hits | AID 2435;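 active = activation above the mean of all tested compounds plus 3 SD, cutoff set per screening run, cut at about 20% in these data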;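 note: peak over basal fluorescence ratio from a 100 s FLIPR kinetic read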
GalR3 antag: human GalR3 antagonism; O60755; HEK293 GalR3-CNG cAMP membrane potential fluorescence; galR3 body fused to GalR1 C-terminus; inhibition, % at 3 µM; 360,000 compounds, 0.44% hits;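 active = inhibition above the screen-wide average plus 3 SD, cut at about 13% in these data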;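 note: forskolin and galanin both at EC90 stimulate the cells; cAMP rise reported by CNG channel membrane potential dye signal; 0% = forskolin plus galanin with DMSO and 100% = forskolin alone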
Target sequence (O60755 1-299 limits assumed): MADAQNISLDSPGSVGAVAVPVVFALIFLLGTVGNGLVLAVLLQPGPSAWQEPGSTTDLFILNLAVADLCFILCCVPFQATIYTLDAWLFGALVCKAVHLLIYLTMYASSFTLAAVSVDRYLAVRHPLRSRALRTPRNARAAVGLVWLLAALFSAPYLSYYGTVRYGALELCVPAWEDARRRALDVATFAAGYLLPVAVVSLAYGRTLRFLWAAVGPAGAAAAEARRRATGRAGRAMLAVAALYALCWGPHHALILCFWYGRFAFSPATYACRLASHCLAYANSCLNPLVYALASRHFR
GPR7 antag: blocks human GPR7 receptor signaling; P48145; GPR7-expressing cells, fluorescence antagonist assay; inhibition, % at 4.4 µM; 290,000 compounds, 1.1% hits; AID 1861; in the data active = inhibition above about 16%, passing the limit was not always enough;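 note: cells stimulated with the agonist NPW; 0% = agonist with vehicle and 100% = vehicle without agonist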
Target sequence (P48145 whole entry, looked up): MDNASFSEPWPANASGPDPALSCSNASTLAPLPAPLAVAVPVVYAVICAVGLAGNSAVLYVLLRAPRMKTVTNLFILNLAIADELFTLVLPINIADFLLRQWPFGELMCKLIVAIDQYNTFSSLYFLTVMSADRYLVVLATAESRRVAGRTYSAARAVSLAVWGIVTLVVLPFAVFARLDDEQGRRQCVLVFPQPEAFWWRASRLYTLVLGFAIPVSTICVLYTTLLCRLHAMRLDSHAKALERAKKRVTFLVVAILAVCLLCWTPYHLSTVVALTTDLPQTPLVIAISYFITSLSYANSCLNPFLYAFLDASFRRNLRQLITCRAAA
IMP-1 inhibitor: inhibitors of Pseudomonas aeruginosa IMP-1 metallo-beta-lactamase; purified IMP-1, nitrocefin hydrolysis, epi-absorbance fluorescence; inhibition, % at 5.6 µM; 290,000 compounds, 0.45% hits;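 active = inhibition above the mean plus 3 SD of all compounds in the same screening run, cut at about 4.5% in these data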;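 note: 0% = IMP-1 with DMSO and 100% = DMSO wells lacking enzyme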
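System – purified recombinant IMP-1 beta-lactamase · Input – IMP-1 dispensed at 0.2 nM · Timing – 15 min preincubation plus 25 min reaction at 25 °C · Signal – Epi-absorbance fluorescence, 480 nm excitation, 530 nm emission · Measure – percent IMP-1 inhibition derived from blank-referenced optical density · Controls – Enzyme-plus-DMSO low control, enzyme-free DMSO high control · Replication – singlicate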
DNA FID counter: displaces DNA intercalator in HCV helicase counter-screen; DNA fluorescent intercalator displacement, fluorescence; inhibition, % at 7.9 µM; 290,000 compounds, 0.17% hits; AID 1845; in the data active = inhibition above about 37%;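 note: 0% = vehicle and 100% = reference compound; higher means more ethidium bromide displaced from hairpin DNA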
HCV NS3 hel inh: blocks Hepatitis C virus NS3 helicase unwinding; NS3 helicase DNA unwinding, Cy5 molecular beacon fluorescence; AID 1800; inhibition, % at 10.9 µM; 290,000 compounds, 0.56% hits;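 active = inhibition above the mean of all tested compounds plus 3 SD, set per campaign, cut at about 35% in these data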;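 note: 0% = DMSO wells and 100% = thioflavine S control wells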
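Compound dosing – single dose, 10.9 µM nominal final, DMSO 0.8% final · System – NS3 helicase fragment of HCV · Buffer or medium – MOPS pH 6.5, MgCl2, DTT, Tween20, BSA · Signal – Cy5 beacon fluorescence read at start and 1 h · Also added – annealed dual-labelled DNA beacon duplex, ATP-started · Schedule – 1 h at 25 °C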
Active calls of the source: *; . = not tested or not shown.

SMILES | VIM-2 inh | V1aR counter | PHOSPHO1 block | OXTR ag | GalR3 antag | GPR7 antag | IMP-1 inhibitor | DNA FID counter | HCV NS3 hel inh
COc1ccc2c(c1)C(C)=CC(C)(C)N2S(=O)(=O)c1ccc(C)cc1 | -0.2 | -1.2 | 15 | -1.7 | -13 | 19 | -3.4 | -19 | 4
Cc1cc(C)c2[nH]c(O)c(N=NC3=NC(=O)CS3)c2c1 | -1.0 | -1.2 | 51 | -0.9 | 1 | -8 | -4.0 | -7 | 7
CC(C(=O)C12CC3CC(CC(C3)C1)C2)N1CCOCC1 (stereo unspecified) | 0.6 | 2.6 | 30 | 1.6 | -11 | 2 | 0.7 | -4 | -2
Cc1c(Br)c([N+](=O)[O-])nn1CCCC(=O)N1CCN(c2ccccc2)CC1 | -2.7 | 0.7 | -12 | 1.2 | -4 | 2 | -2.9 | -4 | 1
CCOC(=O)NC(=O)CSc1cc(C)c2cc(C)cc(C)c2n1 | -1.9 | -0.1 | -2 | -1.4 | -7 | -3 | -1.1 | -33 | -2
CCOc1ccccc1NC(=O)c1ccccc1-c1nc(-c2ccccc2OC)no1 | -2.0 | 0.4 | -8 | -2.6 | -2 | 8 | -2.3 | -26 | -1
COCCCNc1nc2c(-c3ccc(Cl)cc3)nnn2c2ccccc12 | 1.3 | 0.1 | -9 | 0.5 | 0 | -9 | -2.6 | -1 | -2
COc1ccc(S(=O)(=O)N2CCN(C(=S)NC3CCCCC3)CC2)cc1 | -3.5 | -0.1 | 42 | -0.1 | 2 | -8 | -1.3 | 0 | 17
CC(C)N(Cc1ccccc1)C(=O)CN1C(=O)COc2ccc(S(=O)(=O)N3CCCCCC3)cc21 | -3.0 | -1.6 | 22 | -2.5 | -2 | -2 | -3.2 | -56 | -5
Cc1cccc(Cn2ccc(NC(=O)c3ccc4c(c3)OCO4)n2)c1 | -2.9 | -0.1 | -10 | -0.7 | -5 | -1 | -1.5 | -18 | 6
COc1ccc([N+](=O)[O-])cc1NC(=O)CSCc1cc(C)cc(C)c1 | -4.8 | -0.5 | -12 | -1.2 | -4 | -3 | -3.6 | 8 | -4
Cc1ccc2nc(-c3cccnc3SCC(=O)N3c4ccccc4CC3C)[nH]c2c1 (stereo unspecified) | -8.5 | 0.0 | 0 | -0.8 | -2 | 0 | -1.9 | -2 | -3
COc1ccc(CN2CCN(C(=O)Cn3c(=O)oc4cc(Cl)ccc43)CC2)c(OC)c1OC | -0.4 | 4.7 | 44 | 5.3 | -10 | -1 | -1.3 | -11 | -7
COc1ccc(N(C)C(=O)CCS(=O)(=O)c2cccc3nsnc23)cc1 | -1.4 | 3.1 | 24 | 0.0 | -7 | -2 | -1.1 | -14 | 10
COc1ccc(CC(=O)N/N=C(\C)CC(=O)Nc2ccc(N(C)C)cc2)cc1 | -1.1 | 0.4 | -11 | -0.2 | -3 | -6 | -2.3 | -14 | -8

The final four records of the section before come first, to join the parts.
SMILES | VIM-2 inh | V1aR counter | PHOSPHO1 block | OXTR ag | GalR3 antag | GPR7 antag | IMP-1 inhibitor | DNA FID counter | HCV NS3 hel inh
Cc1ccc2nc(-c3cccnc3SCC(=O)N3c4ccccc4CC3C)[nH]c2c1 (stereo unspecified) | -8.5 | 0.0 | 0 | -0.8 | -2 | 0 | -1.9 | -2 | -3
COc1ccc(CN2CCN(C(=O)Cn3c(=O)oc4cc(Cl)ccc43)CC2)c(OC)c1OC | -0.4 | 4.7 | 44 | 5.3 | -10 | -1 | -1.3 | -11 | -7
COc1ccc(N(C)C(=O)CCS(=O)(=O)c2cccc3nsnc23)cc1 | -1.4 | 3.1 | 24 | 0.0 | -7 | -2 | -1.1 | -14 | 10
COc1ccc(CC(=O)N/N=C(\C)CC(=O)Nc2ccc(N(C)C)cc2)cc1 | -1.1 | 0.4 | -11 | -0.2 | -3 | -6 | -2.3 | -14 | -8
CCc1nnc(NC(=O)CCN2C(=O)c3ccccc3S2(=O)=O)s1 | -4.0 | -0.5 | 2 | -1.4 | -1 | -9 | -2.5 | -5 | 7
Cc1cc(NC(=O)Cc2cn3ccsc3n2)n(-c2ccccc2)n1 | -2.1 | 0.8 | 7 | -0.1 | 11 | 1 | -2.0 | -2 | -2
CCc1ccccc1N(CC)C(=O)C1CCN(c2ncnc3c2nc2n3CCCCC2)CC1 | -0.8 | 1.7 | 16 | -0.6 | -3 | -8 | 1.2 | -65 | -13
CCCCN1C(=O)C(=O)N(CC(=O)Nc2ccccc2C(=O)OCC)C1=O | 3.7 | 0.5 | 34 | -0.2 | 1 | 12 | 1.8 | -24 | 0
CCCCNC(=O)NC1CCCC1 | -1.2 | -0.1 | -29 | -1.8 | 1 | -5 | -1.6 | -17 | -2
CCc1ccc(C(=O)N/N=C/c2ccncc2)s1 | -1.9 | . | 38 | . | -2 | -10 | -3.3 | -10 | -1
CCCN(CCC)C(=O)c1cc(-c2ccc3c(c2)OCO3)nc2ccccc12 | 3.1 | -0.3 | 0 | -2.5 | . | -1 | -1.8 | -19 | 10
O=c1c(Cl)c(N2CCOCC2)cnn1-c1ncc(C(F)(F)F)cc1Cl | -1.0 | 0.5 | 29 | 0.5 | -1 | 0 | -1.7 | -4 | -1
C[n+]1cc(-c2ccccc2)oc1-c1ccccc1 | -3.0 | 0.1 | 28 | -0.3 | -7 | 11 | -3.3 | -7 | 5
CCN(CC)C(=O)C1CCCN(Cc2ccc3c(c2)OCO3)C1 (stereo unspecified) | -3.1 | 0.0 | 18 | 0.2 | -2 | -16 | -0.8 | 2 | 1
O=C1c2cccc3cccc(c23)C(=O)N1CC1CCCO1 (stereo unspecified) | 2.1 | -1.1 | 0 | -1.7 | -7 | -8 | -1.5 | -5 | -1
Cc1ccc(NC(=O)CN2C(=O)/C(=C\c3cccs3)SC2=S)cc1 | -2.2 | 0.8 | -4 | -0.3 | 10 | -11 | -3.8 | -3 | 0
CCn1cc(C(=O)N[C@H](C(=O)NCCCO)C(C)C)c(=O)c2cc3c(cc21)OCO3 | 1.6 | 0.7 | 11 | 0.3 | -11 | -11 | -1.2 | -11 | 0
O=C(CNC(=O)c1ccc(S(=O)(=O)N2CCCC2)cc1)N/N=C/c1ccccc1Cl | -4.4 | 8.4 | -5 | 7.8 | -11 | -13 | -4.1 | -18 | 7
O=C(NCC1CCCO1)c1ccc2c(c1)ncn2-c1cccc(F)c1 (stereo unspecified) | -1.8 | 0.8 | 2 | 0.4 | -6 | -5 | -2.3 | -22 | 11
COc1ccc(C(=O)C(OC(=O)c2ccc(C)c(NC(C)=O)c2)c2ccccc2)cc1 (stereo unspecified) | -3.0 | 0.7 | 19 | 2.3 | -4 | -1 | -4.7 | -29 | -21
COC(=O)/C(=C/c1ccco1)NC(=O)c1ccco1 | 1.8 | 1.0 | -8 | -0.6 | -2 | 100* | -1.5 | 2 | 5
CS(=O)(=O)N(Cc1ccccc1Cl)c1ccc(C(=O)NCc2cccnc2)cc1 | -1.3 | 7.0 | -13 | 3.8 | -3 | -9 | -2.8 | -18 | 20
COc1ccc(C2c3c(ccc4ccccc34)Oc3ncn4nc(CO/N=C/c5ccccc5)nc4c32)cc1 (stereo unspecified) | -2.2 | 1.0 | 0 | -0.5 | -6 | -10 | 0.6 | 3 | -2
CCc1cccc(CC)c1-n1c(-c2cccnc2)n[nH]c1=S | -0.4 | 2.7 | -99 | 0.4 | -1 | -5 | -2.5 | -15 | 10
CCOc1ccc(C2C(C(=O)c3ccco3)=C(O)C(=O)N2CCCn2ccnc2)cc1OC (stereo unspecified) | 2.3 | 0.1 | 18 | 0.6 | 5 | -8 | -0.6 | -17 | 2
C/C(=N\NC(=O)CNc1cccc(C)c1)c1ccc(Br)s1 | -0.8 | 3.8 | -7 | 3.3 | -2 | -8 | -1.4 | -7 | -3
COc1cc(/C=C/C(=O)O)cc(S(=O)(=O)NCc2ccco2)c1OC | -3.0 | 0.8 | 18 | 0.0 | -1 | -3 | -1.5 | -1 | -1
CC(=O)Nc1c2c(nn1-c1ccc(C)cc1)CS(=O)(=O)C2 | -2.8 | 0.2 | 34 | 1.2 | -7 | -4 | -1.0 | -12 | 13
COc1ccc(CCNC(=O)c2c([S-])n(-c3ccc(C)cc3)c3cccc[n+]23)cc1 | -0.9 | -1.2 | -100 | -2.0 | -6 | -13 | -3.8 | -10 | -19
NCCc1nnc(SCc2ccc(F)cc2)o1 | -0.4 | -0.3 | 11 | 1.0 | -6 | 2 | -3.7 | 0 | 7
COc1cccc(CNC(=O)CC2C(=O)NCCN2CCCc2ccccc2)c1 (stereo unspecified) | -1.3 | -0.1 | . | -0.1 | -9 | -1 | -2.4 | -16 | -22
COc1ccc(C(O)CNc2ccc(C)cc2)cc1 (stereo unspecified) | -2.2 | 0.6 | 9 | 3.1 | -3 | -12 | 0.5 | -4 | 2
S=c1[nH]cc(Cc2ccccc2)s1 | -3.2 | 0.5 | -11 | -0.3 | 5 | -4 | -2.2 | -4 | 4
O=C(NC(Cc1c[nH]c2ccccc12)C(=O)O)/C(=C/c1ccc(F)cc1)NC(=O)c1ccccc1 (stereo unspecified) | -1.9 | 0.5 | 46 | 0.7 | 4 | -16 | -2.8 | -35 | 14

Three entries from above, arranged by molar mass, descending.
SMILES | VIM-2 inh | V1aR counter | PHOSPHO1 block | OXTR ag | GalR3 antag | GPR7 antag | IMP-1 inhibitor | DNA FID counter | HCV NS3 hel inh
O=C(NC(Cc1c[nH]c2ccccc12)C(=O)O)/C(=C/c1ccc(F)cc1)NC(=O)c1ccccc1 (stereo unspecified) | -1.9 | 0.5 | 46 | 0.7 | 4 | -16 | -2.8 | -35 | 14
CS(=O)(=O)N(Cc1ccccc1Cl)c1ccc(C(=O)NCc2cccnc2)cc1 | -1.3 | 7.0 | -13 | 3.8 | -3 | -9 | -2.8 | -18 | 20
NCCc1nnc(SCc2ccc(F)cc2)o1 | -0.4 | -0.3 | 11 | 1.0 | -6 | 2 | -3.7 | 0 | 7
